PfHsp40 rescue: rescue of PfHsp40-mediated yeast toxicity; S. cerevisiae expressing PfHsp40, growth rescue, ATP luminescence; growth rescue, % at 12.5 µM; AID 504582; 340,000 compounds, 0.68% hits; in the data active = growth rescue above about 28%, passing the limit was not always enough;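 note: yeast W303a lacking pdr1 and pdr3 grown in galactose medium; growth measured after three days at 30 °C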
GDH-TPI inh: inhibits GDH-TPI coupling enzymes, artifact for Mtb FBA screen | 360,000 compounds, 1.2% hits | AID 588335 | inhibition, % at 4.8 µM | GDH-TPI coupled enzyme counterscreen, NADH absorbance; in the data active = inhibition above about 30%;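 note: 0% = DMSO wells and 100% = wells lacking the enzyme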
FadD28 FP inh: blocks FadD28 binding to the bisubstrate probe; 360,000 compounds, 0.22% hits; inhibition, % at 12.5 µM; fluorescence polarization; in the data active = inhibition above about 8.5%, passing the limit was not always enough
Mtb UGM inh: blocks M. tuberculosis UGM enzyme. AID 504406. purified UGM, fluorescence polarization probe displacement. 320,000 compounds, 0.06% hits. inhibition, % at 10 µM. P9WIQ1; in the data active = inhibition above about 10%, passing the limit was not always enough
Y pestis TopoI: inhibitors of Yersinia pestis topoisomerase I. AID 504884. 360,000 compounds, 0.064% hits. Y. pestis Topo-I cleavage product accumulation, plate reader. activity, % at 10 µM; in the data active = activity above about 50%, passing the limit was not always enough; note: inactives centre near 2
BioA inh: BioA (M. tuberculosis) enzyme inhibition; inhibition, % at 9.99 µM; AID 602481; purified M. tuberculosis BioA enzyme, plate reader; 360,000 compounds, 0.096% hits; in the data active = inhibition above about 40%
TcdB GH inh: TcdB glycohydrolase inhibition; 350,000 compounds, 0.24% hits; AID 652162; P18177; TcdB glycohydrolase enzymatic assay, plate reader; inhibition, % at 9.99 µM; in the data active = inhibition above about 10%
Target sequence (P18177 whole entry, looked up): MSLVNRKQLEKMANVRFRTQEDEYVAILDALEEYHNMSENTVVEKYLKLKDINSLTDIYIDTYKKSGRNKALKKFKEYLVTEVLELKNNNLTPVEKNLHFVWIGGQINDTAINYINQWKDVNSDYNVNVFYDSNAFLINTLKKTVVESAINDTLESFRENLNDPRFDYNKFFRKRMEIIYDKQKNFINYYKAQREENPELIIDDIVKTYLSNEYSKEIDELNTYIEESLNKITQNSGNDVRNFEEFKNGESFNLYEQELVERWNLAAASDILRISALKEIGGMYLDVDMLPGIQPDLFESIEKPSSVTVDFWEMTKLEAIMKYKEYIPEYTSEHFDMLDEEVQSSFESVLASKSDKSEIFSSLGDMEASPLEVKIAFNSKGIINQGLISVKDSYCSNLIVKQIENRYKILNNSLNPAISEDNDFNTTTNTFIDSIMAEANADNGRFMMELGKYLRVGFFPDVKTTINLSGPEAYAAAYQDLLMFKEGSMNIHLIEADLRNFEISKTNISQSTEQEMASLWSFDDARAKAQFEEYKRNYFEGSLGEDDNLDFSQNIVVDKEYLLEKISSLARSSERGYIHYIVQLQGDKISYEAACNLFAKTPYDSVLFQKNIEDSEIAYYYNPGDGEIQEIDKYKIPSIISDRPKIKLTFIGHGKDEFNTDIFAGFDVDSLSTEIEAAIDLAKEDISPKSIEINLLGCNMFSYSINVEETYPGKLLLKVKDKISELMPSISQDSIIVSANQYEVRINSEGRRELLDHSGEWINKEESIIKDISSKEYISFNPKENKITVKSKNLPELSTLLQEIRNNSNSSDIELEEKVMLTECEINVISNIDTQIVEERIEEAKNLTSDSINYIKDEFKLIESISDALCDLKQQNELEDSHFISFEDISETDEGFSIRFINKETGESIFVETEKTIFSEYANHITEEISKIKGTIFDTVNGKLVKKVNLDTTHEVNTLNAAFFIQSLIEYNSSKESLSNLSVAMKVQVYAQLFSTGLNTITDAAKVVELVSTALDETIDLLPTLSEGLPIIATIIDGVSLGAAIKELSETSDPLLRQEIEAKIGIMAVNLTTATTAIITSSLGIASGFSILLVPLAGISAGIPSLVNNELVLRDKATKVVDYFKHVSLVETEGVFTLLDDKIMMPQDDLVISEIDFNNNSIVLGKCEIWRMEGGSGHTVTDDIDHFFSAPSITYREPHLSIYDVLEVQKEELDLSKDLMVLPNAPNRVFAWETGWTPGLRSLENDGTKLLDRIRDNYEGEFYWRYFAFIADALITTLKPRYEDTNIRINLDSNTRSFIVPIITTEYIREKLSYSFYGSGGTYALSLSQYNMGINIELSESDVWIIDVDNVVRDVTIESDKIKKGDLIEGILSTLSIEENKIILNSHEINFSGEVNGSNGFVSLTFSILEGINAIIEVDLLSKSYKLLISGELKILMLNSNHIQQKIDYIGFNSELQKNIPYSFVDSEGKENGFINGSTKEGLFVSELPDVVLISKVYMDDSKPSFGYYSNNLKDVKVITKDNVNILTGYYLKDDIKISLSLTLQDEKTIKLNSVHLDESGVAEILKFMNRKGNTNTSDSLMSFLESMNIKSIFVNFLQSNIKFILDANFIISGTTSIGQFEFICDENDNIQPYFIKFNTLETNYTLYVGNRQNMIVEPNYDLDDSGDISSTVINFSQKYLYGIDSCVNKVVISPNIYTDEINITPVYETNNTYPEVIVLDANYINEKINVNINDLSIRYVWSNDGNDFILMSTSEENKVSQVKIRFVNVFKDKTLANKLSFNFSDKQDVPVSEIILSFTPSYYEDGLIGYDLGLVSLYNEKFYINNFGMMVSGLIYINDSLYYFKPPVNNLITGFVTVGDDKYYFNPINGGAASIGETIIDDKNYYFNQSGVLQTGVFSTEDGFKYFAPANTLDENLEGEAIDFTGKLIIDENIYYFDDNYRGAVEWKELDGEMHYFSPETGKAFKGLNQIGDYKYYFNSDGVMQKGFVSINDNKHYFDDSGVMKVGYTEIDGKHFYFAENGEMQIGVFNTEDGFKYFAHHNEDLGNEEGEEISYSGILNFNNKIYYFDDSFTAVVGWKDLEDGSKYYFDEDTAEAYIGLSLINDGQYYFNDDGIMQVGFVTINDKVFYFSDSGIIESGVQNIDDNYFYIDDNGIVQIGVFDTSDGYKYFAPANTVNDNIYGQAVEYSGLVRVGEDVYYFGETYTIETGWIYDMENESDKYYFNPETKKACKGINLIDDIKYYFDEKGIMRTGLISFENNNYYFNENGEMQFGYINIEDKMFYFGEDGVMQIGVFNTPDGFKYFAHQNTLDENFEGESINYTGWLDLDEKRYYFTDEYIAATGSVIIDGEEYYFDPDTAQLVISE
Vc quorum ag: inducers of Vibrio cholerae quorum light production without autoinducers; V. cholerae BH1578 lux reporter, luminescence, 6 h; activation, % at 18.7 µM; 350,000 compounds, 0.16% hits; AID 588436; in the data active = activation mostly above about 9.7%, no sharp cut-off; note: not every result past the cut was called active; inactives centre near 0; reference of the scale not given here
Mtb FBA inh: Mtb fructose-bisphosphate aldolase inhibition. P9WQA3. purified M. tuberculosis FBA, fluorescence read-out. 360,000 compounds, 2.3% hits. inhibition, % at 1 µM; in the data active = inhibition above about 27%;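 note: 0% = vehicle and 100% = reference inhibitor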
Active calls of the source: *; i = inactive; . = no result given; & = joins results of further samples.

Structure	PfHsp40 rescue	GDH-TPI inh	FadD28 FP inh	Mtb UGM inh	Y pestis TopoI	BioA inh	TcdB GH inh	Vc quorum ag	Mtb FBA inh
CCc1c(C)c2cc(Cl)c(O)c(CN(C)C)c2oc1=O	-1.2	32*	0.6	0.0	-1	.	-3.3	-0.2	.
COc1ccc(C(=O)CC(=O)c2ccccc2O)cc1	-0.6	4	-2.6	-0.4	-11	3.3	1.9	i	171*
CCOc1cc(NC(=S)Nc2ccccc2OC)c(OCC)cc1NC(=O)c1ccccc1C	-1.6	18	-3.0	-1.8	1	-0.6	.	-3.0	-4
COc1ccc(NC(=O)CCn2c(=S)[nH]c3ccccc3c2=O)cc1Cl	.	8	1.2	.	-5	-7.6	0.9	-0.6	1
COc1ccc(N2CCN(S(=O)(=O)c3c(C)[nH]c(C)c3C(=O)N3CCCC3)CC2)cc1	-0.6	-2	-0.1	1.1	-6	-4.3	-2.7	-0.2	-1
COc1ccc(-c2cn(Cc3ccc(C(N)=O)cc3)c(-c3ccc(Cl)nc3)n2)cc1	0.7	14	2.2	-2.4	8	14	5.5	-0.4	5
CC(C)(C)c1cc(C(=O)N/N=C/c2ccco2)n[nH]1	-1.3	9	-4.1	1.0	3	-0.7	.	-0.4	-5
CCOc1ccc(-c2cnc3n2CCCCC3)cc1	-0.5	3	-3.0	0.7	1	-2.8	-0.1	i	-2
Cc1nn(Cc2ccc(F)cc2)c(C)c1NC(=O)c1cnn2cccnc12	1.3	4	-4.9	-0.4	1	.	.	-0.3	0
Cc1ccccc1[C@@H](NC(=O)OC(C)(C)C)C(=O)OC(C)(C)C	-0.6	1	-1.7	3.0	4	0.2	1.0	i	0
O=C(CCNC(=O)c1ccc(Cl)cc1)Nc1nc2ccccc2[nH]1	0.6	3	-0.3	-0.7	9	-2.9	2.9	i	-2
Cc1ccc(S(=O)(=O)N(C)C[C@@H]2OCc3cn(nn3)CCCC(=O)N([C@@H](C)CO)C[C@H]2C)cc1	.	2	-2.3	.	-6	-1.7&-0.9&-1.7	-1.6&0.6&-0.2	i	14
O=C(O)C1C2C=CC3(CN(CC(O)COc4ccccc4)C(=O)C13)O2 (stereo not drawn)	-0.6	-7	0.2	-3.8	-5	0.0	.	-0.1	-1
CCC(C)[C@H]1CNCCN1CCc1cc(C(F)(F)F)cc(C(F)(F)F)c1 (stereo partly drawn)	-0.7	3	-5.6	1.6	-10	0.5	-5.3	-0.9	7
Cc1cc(C(F)(F)F)nn1Cc1n[nH]c(=S)n1Cc1ccccc1	-1.4	-4	-1.1	-1.8	8	-0.9	.	.	0
Cc1ccc(-c2nnc(SCC(=O)NCCN3C(=O)CSC3=O)n2C)cc1	0.0	0	-1.3	-1.2	2	.	1.4	i	-1
O=C(N/N=C/c1ccc(O)cc1)c1cc(-c2ccccc2)nc2ccccc12	1.3	26	-1.5	-0.7	-6	-0.9	2.2	0.0	0
O=S(=O)(NCc1ccccn1)c1ccc(F)cc1	-1.1	-3	-2.7	2.7	-8	-1.0	0.4	i	-6
CCSc1nc(-c2ccccc2)c(C#N)c(=O)[nH]1	0.8	0	-2.8	3.6	9	-0.9	.	i	-1
O=C(O)C12C3CCCC1C32c1ccccc1 (stereo not drawn)	-0.7	7	-4.8	-1.4	5	-1.4	.	-0.4	1

Other records follow:
Structure	PfHsp40 rescue	GDH-TPI inh	FadD28 FP inh	Mtb UGM inh	Y pestis TopoI	BioA inh	TcdB GH inh	Vc quorum ag	Mtb FBA inh
CCN(CC)C(=O)CSC1=Nc2ccccc2C2=NC(Cc3c[nH]c4ccccc34)C(=O)N12 (stereo not drawn)	0.1	4	-2.6	1.9	14	3.3	.	.	-1
CCC(C)N=CC1=C(O)C(C(=O)OC)C(C)(C)CC1=O (stereo not drawn)	-0.7	4	-0.4	0.9	-5	-1.1	.	i	-3
CCC(C)C1NC(=O)C2CCCN2C(=O)C(CC(C)C)OC(=O)CCNC(=O)C(C)N(C)C(=O)C(C(C)C)N(C)C1=O (stereo not drawn)	-0.3	-3	-4.8	.	-4	.	0.7	i	-2
CN1C(=O)N(C)C2(c3ccccc3)Nn3c(s/c(=C/c4ccco4)c3=O)=NC12c1ccccc1 (stereo not drawn)	0.0	12	1.5	2.6	7	-0.1	.	-0.2	1
COc1ccc(C(=O)COC(=O)c2sc(C)nc2C)cc1OC	1.2	5	-0.2	-0.8	5	-0.4	1.0	0.8	4
C=CCNS(=O)(=O)c1cccc2cc(C(=O)O)c(O)cc12	-0.1	5	0.4	-4.0	-1	.	.	-0.3	1
COc1cccc(CNC(=O)CCC2CCCN(Cc3cc4ccccc4o3)C2)c1 (stereo not drawn)	-1.2	-5	-1.0	-1.1	23	.	0.2	-0.5	-1
CC1(C)CC(=O)N(c2ccc(C#N)cc2)C(=O)C1	1.7	-6	-1.5	1.0	0	-0.8	-0.1	-2.3	1
COc1ccc(OCc2cc(C(=O)N3CCOCC3)no2)c(Cl)c1	0.1	-18	-2.4	3.9	3	0.2	0.2	-0.6	-4
COc1ccc(OCCOc2ccc(N(C)S(=O)(=O)c3ccccc3)cc2)cc1	2.8	6	0.9	-1.7	8	-0.4	1.1	i	-2
Cc1cc(C(=O)NC2CCCN(Cc3ccc(Cl)cc3)C2)no1 (stereo not drawn)	1.0	-1	-4.0	0.3	12	1.9	-0.4	-3.6	-3
COc1ccc(C(=O)/C=C/N2CCCCC2)cc1OC	-0.8	50*	0.6	0.6	5	-0.2	.	-1.8	0
C=CCn1c(SCC(=O)N2CC(=O)Nc3ccccc32)nc2scc(-c3cccs3)c2c1=O	-0.2	5	-3.8	-1.6	4	1.9	.	-0.3	-4
Cc1ccc(SCC(=O)N(C)C2CCS(=O)(=O)C2)cc1 (stereo not drawn)	1.8	2	-2.5	-0.1	2	.	0.4	i	-4
CC(=O)NC1=NN(C(C)=O)C(c2cccc([N+](=O)[O-])c2)S1 (stereo not drawn)	-1.2	-3	0.3	-1.6	-3	.	0.7	2.4	5
COc1ccc(C2C(C(=O)c3cccs3)=C(O)C(=O)N2CCN2CCOCC2)c(OC)c1 (stereo not drawn)	10	6	-4.2	-1.2	-7	7.3	-0.8	-1.4	-1
COc1ccc(C(CNC(=O)CCNC(=O)c2ccccc2Cl)N2CCCC2)cc1 (stereo not drawn)	0.7	6	-0.9	.	3	-1.4	-0.5	4.6	-1
Nc1ccc(C#Cc2ccccc2)cc1	-0.1	-3	-1.4	-1.6	1	0.9	.	i	4
COc1cc(NC(=O)COC(=O)c2[nH]c(C)c(C(C)=O)c2C)cc(OC)c1	1.2	4	-6.8	-2.3	1	-2.6	-0.6	i	0
CCOC(=O)C1(CCOC)CCN(Cc2ccc(COC)o2)CC1	-1.1	7	-1.6	0.4	21	0.3	1.4	-0.1	3

Carrying on.
Value order – PfHsp40 rescue	GDH-TPI inh	FadD28 FP inh	Mtb UGM inh	Y pestis TopoI	BioA inh	TcdB GH inh	Vc quorum ag	Mtb FBA inh
- COc1ccc(OC)c(S(=O)(=O)NCC(=O)NC2CCCc3ccccc32)c1 (stereo not drawn)
→ -0.5	-7	-3.9	.	-13	-1.4	2.0	-5.0	0
- COc1ccccc1N1CCN(S(=O)(=O)c2cnc[nH]2)CC1
→ 0.0	-5	-3.7	-2.4	-8	0.3	1.0	-0.3	-3
- Nc1c(C(=O)NC2CCCC2)sc2nc(-c3cccs3)ccc12
→ 0.2	24	-0.6	-0.1	-12	.	.	i	27
- Cc1csc(NC(=O)C2CCN(C(=O)c3ccccc3C)CC2)n1
→ -0.9	4	-0.2	-2.4	-6	.	1.5	.	5
- O=C(COC(=O)c1ccc(Cl)nc1)Nc1ccc2ccccc2c1
→ -0.4	0	-4.6	.	0	-3.4	0.3	14	-1
- O=C(Nc1ccc(NC(=O)c2cccs2)cc1)c1ccc(Br)o1
→ -0.1	9	-2.9	-1.0	-3	-2.9	.	i	-3
- COc1ccc(N2CCN(C(=O)CSc3nnc4c(C)cc5ccc(C)c(C)c5n34)CC2)cc1
→ 1.2	-9	-2.9	0.5	21	4.4	.	-2.0	3
- O=C(Nc1nc(-c2ccc(-c3ccccc3)cc2)cs1)C1=COCCO1
→ -1.7	9	1.0	-1.9	8	.	.	-0.3	1
- C/C(=N\NC(=O)c1cccc(S(=O)(=O)Nc2ccccc2Cl)c1)c1ccc(-n2ccnc2)cc1
→ -1.3	2	-4.8	2.0	-3	.	.	-0.3	-1
- CC(C)CN(CC(C)C)S(=O)(=O)N1CCC(C(=O)NCc2ccc(F)cc2)CC1
→ 1.7	0	-4.6	2.9	20	-2.3	.	-6.7	-1
- O=C(NCC1CCN(Cc2ccccc2Cl)CC1)Nc1ccccc1F
→ -0.8	-5	-2.5	-3.2	2	2.2	1.7	-0.7	0
- Cn1c(/C=C/N(Cc2ccccc2)c2ccccc2)c([N+](=O)[O-])c(=O)n(C)c1=O
→ 2.9	7	-3.5	1.2	32	0.5	1.8	-0.3	-3
- O=C(CSc1nnc(-c2ccco2)c(-c2ccco2)n1)Nc1ccccc1
→ 0.2	9	2.2	1.2	-21	1.6	.	0.6	-6
- O=C(N[C@@H](Cc1ccccc1)c1nc2ccccc2[nH]1)c1cc([N+](=O)[O-])ccc1Cl
→ 0.7	6	-0.7	-7.0	3	-0.4	1.0	i	0
- CC(C)(C)c1[nH]nc2c1C(Cc1ccccc1)C(C#N)=C(N)O2 (stereo not drawn)
→ -1.2	3	-1.9	2.8	-13	2.3	.	i	1

The closing 2 compounds of the section above open the next one:
Value order – PfHsp40 rescue	GDH-TPI inh	FadD28 FP inh	Mtb UGM inh	Y pestis TopoI	BioA inh	TcdB GH inh	Vc quorum ag	Mtb FBA inh
- O=C(N[C@@H](Cc1ccccc1)c1nc2ccccc2[nH]1)c1cc([N+](=O)[O-])ccc1Cl
→ 0.7	6	-0.7	-7.0	3	-0.4	1.0	i	0
- CC(C)(C)c1[nH]nc2c1C(Cc1ccccc1)C(C#N)=C(N)O2 (stereo not drawn)
→ -1.2	3	-1.9	2.8	-13	2.3	.	i	1
- COc1ccc(OC)c(-c2nc3cc4ccccc4cc3nc2-c2ccccc2)c1
→ -0.4	0	-4.9	-3.7	1	.	0.2	i	2
- N#CC1=C(N)Oc2c(sc3ccccc23)C1c1ccco1 (stereo not drawn)
→ 2.8	12	0.1	-0.5	-15	-0.6	.	i	6
- COc1ccc(CCNC(=O)COc2ccc(S(=O)(=O)N3CCOCC3)cc2C)cc1
→ 2.7	0	-1.2	-1.6	16	-2.1	-1.0	0.0	105*
- O=c1[nH]c(Nc2ccc(F)cc2)cc2ccccc12
→ -0.9	1	-1.9	-0.3	-5	-0.4	1.6	-0.7	-2
- COc1ccc2cc(C3c4cc(OC)c(OC)cc4CCN3C(=O)c3ccco3)c(=O)[nH]c2c1 (stereo not drawn)
→ 0.9	21	-0.4	-0.8	20	3.6	-6.9	-0.7	0
- CNc1nnc(-c2ccc(OC)cc2)s1
→ -0.3	1	1.6	-0.4	1	.	2.0	i	3
- Cc1ccc(C(=O)OCN2C(=O)c3ccccc3C2=O)o1
→ -0.6	-2	1.9	-3.3	-5	-0.9	2.6	i	2
- COc1ccc(-c2nn(CCC#N)cc2C(=O)Nc2ccccn2)cc1OC
→ -0.8	1	-2.0	0.0	1	-0.7	1.3	-0.5	1

Look-ups from above.
TcdB GH inh result of O=c1[nH]c(Nc2ccc(F)cc2)cc2ccccc12 stands at 1.6
GDH-TPI inh result of COc1ccc(CCNC(=O)COc2ccc(S(=O)(=O)N3CCOCC3)cc2C)cc1 stands at 0
FadD28 FP inh result of COc1ccc2cc(C3c4cc(OC)c(OC)cc4CCN3C(=O)c3ccco3)c(=O)[nH]c2c1 (stereo not drawn) stands at -0.4
Mtb UGM inh result of N#CC1=C(N)Oc2c(sc3ccccc23)C1c1ccco1 (stereo not drawn) stands at -0.5

Bioassay records (PubChem BioAssay)
